Compound activity as filed in PubChem BioAssay.
MazF activator – activators of E. coli MazEF toxin-antitoxin RNase, primary screen, biochemical, fluorescence, uHTS | Endoribonuclease toxin MazF (Escherichia coli (strain K12)), P0AE70 | FAM/BHQ RNA-DNA oligo cleavage fluorescence, 5 h | activation, % at 20 µM | hit rate 0.32% among 350,000 | AID 504720, 2011; in the data active = activation above about 50%
Target sequence (P0AE70 whole entry, looked up): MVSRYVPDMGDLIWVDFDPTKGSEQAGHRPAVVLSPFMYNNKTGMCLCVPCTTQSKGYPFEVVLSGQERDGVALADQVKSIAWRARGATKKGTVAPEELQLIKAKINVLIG
BoNT F protease – BoNT/F light chain protease inhibitors, primary screen, biochemical, flow cytometry, MLPCN library; hit rate 0.22% among 360,000; inhibition, % at 10 µM; Botulinum neurotoxin type F light chain protease (Clostridium botulinum); AID 588497, 2011; Multiplex microsphere protease cleavage assay; in the data active = inhibition above about 35%, passing the limit was not always enough; inconclusive = no clear call, values can overlap the other calls; note: plate controls were buffer without enzyme for full effect and enzyme alone for no effect
BioA inh – M. tuberculosis BioA enzyme inhibitors, primary screen, biochemical, plate reader, single point, HTS | hit rate 0.096% among 360,000 | purified M. tuberculosis BioA enzyme | AID 602481, 2012 | 7,8-diaminopelargonic acid synthase BioA (Mycobacterium tuberculosis) | inhibition, % at 9.99 µM; in the data active = inhibition above about 40%; inconclusive = no clear call, values can overlap the other calls
GDH-TPI inh – GDH-TPI coupling enzyme inhibitors, primary screen, artefact control for M. tuberculosis FBA inhibitor project, biochemical, absorbance, full deck | hit rate 1.2% among 360,000 | AID 588335, 2011 | inhibition, % at 4.8 µM | GDH-TPI coupled enzyme counterscreen, NADH absorbance; in the data active = inhibition above about 30%;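 note: 0% = DMSO wells and 100% = wells lacking the enzyme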
FadD28 binding – inhibitors of FadD28 bisubstrate probe binding, primary screen, biochemical, fluorescence polarization, single point; Mycobacterium tuberculosis FadD28 fatty-acid-AMP ligase; inhibition, % at 12.5 µM; hit rate 0.22% among 360,000; AID 588549, 2011; in the data active = inhibition above about 8.5%, passing the limit was not always enough; inconclusive = no clear call, values can overlap the other calls
Mtb UGM inh – M. tuberculosis UGM enzyme inhibitors, primary screen, biochemical, fluorescence polarization, single point | UDP-galactopyranose mutase (Mycobacterium tuberculosis (strain ATCC 25618 / H37Rv)), … | purified UGM, fluorescence polarization probe displacement | inhibition, % at 10 µM | hit rate 0.06% among 320,000; in the data active = inhibition above about 10%, passing the limit was not always enough; inconclusive = no clear call, values can overlap the other calls
Target sequence (P9WIQ1 whole entry, looked up): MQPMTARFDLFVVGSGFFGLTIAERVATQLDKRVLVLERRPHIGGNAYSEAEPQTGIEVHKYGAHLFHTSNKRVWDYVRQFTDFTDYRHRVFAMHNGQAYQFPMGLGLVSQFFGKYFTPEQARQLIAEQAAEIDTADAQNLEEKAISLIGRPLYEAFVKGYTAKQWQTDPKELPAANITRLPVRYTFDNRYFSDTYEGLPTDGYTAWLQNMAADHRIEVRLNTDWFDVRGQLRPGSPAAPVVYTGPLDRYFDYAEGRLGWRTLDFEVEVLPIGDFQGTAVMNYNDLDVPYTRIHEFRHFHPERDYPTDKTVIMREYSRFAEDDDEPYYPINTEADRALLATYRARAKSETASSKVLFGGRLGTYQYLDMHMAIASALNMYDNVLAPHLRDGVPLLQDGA
PrPC TRFRET – inhibitors of human cell surface prion protein PrPC, primary screen, cell-based, TR-FRET; Major prion protein (Homo sapiens), P04156; hit rate 0.43% among 370,000; TR-FRET read-out; AID 720596, 2013; inhibition, % at 13.8 µM; in the data active = inhibition above about 24%; note: 0% = median of the test wells and 100% = reference compound wells
FBA Mtb inh – Mtb FBA enzyme inhibitors, primary screen, biochemical, fluorescence, strain H37Rv; purified M. tuberculosis FBA, fluorescence read-out; inhibition, % at 1 µM; hit rate 2.3% among 360,000; AID 588726, 2011; in the data active = inhibition above about 27%;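 note: 0% = vehicle and 100% = reference inhibitor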
Target sequence (P9WQA3 whole entry, looked up): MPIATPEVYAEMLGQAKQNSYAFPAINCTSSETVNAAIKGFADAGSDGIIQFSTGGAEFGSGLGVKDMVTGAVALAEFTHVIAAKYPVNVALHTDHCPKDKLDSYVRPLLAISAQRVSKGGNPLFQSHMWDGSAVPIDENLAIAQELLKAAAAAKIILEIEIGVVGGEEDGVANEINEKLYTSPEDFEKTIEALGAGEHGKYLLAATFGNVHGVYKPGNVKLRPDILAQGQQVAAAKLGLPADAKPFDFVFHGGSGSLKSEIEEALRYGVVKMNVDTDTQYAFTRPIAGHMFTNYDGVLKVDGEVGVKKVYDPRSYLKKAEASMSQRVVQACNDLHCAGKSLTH
Rv3671c inh – Rv3671c serine protease inhibitors, primary screen, biochemical, fluorescence polarization, M. tuberculosis H37Rv | P9WHR9 | inhibition, % at 5.96 µM | hit rate 0.048% among 320,000 | AID 2606, 2010; in the data active = inhibition above about 38%;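 note: extracellular domain of Rv3671c used as enzyme; 0% = enzyme with DMSO and 100% = no enzyme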
* = called active by the depositor; u = inconclusive; x = no result given.

SMILES	MazF activator	BoNT F protease	BioA inh	GDH-TPI inh	FadD28 binding	Mtb UGM inh	PrPC TRFRET	FBA Mtb inh	Rv3671c inh
CC(C)[C@H](NC(=O)N1CCn2c1nc1ccccc12)C(=O)NCc1ccc(F)cc1	-1.9	10.2	-2.1	-1.2	-1.6	2.1	0.0	3.6	-25.4
CC(=O)c1ccccn1	8.6	-3.2	-0.8	5.9	-4.3	0.1	6.9	0.1	1.7
COCCN=C1Sc2nc3cc(C)c(C)cc3cc2CN1Cc1cccs1	-7.2	-1.6	-0.5	8.2	-0.1	3.7	10.4	1.5	-1.6
O=C(CN(Cc1ccc(F)cc1)C(=O)CNS(=O)(=O)c1ccc(F)cc1)NCc1ccco1	0.3	5.7	-0.9	0.4	-0.8	-6.0	-3.9	-3.1	4.6
CN(C)CCNc1ncnc2ccccc12	4.5	-3.1	1.0	4.0	-3.6	-0.5	-0.4	5.4	1.5
CCN(CC)C(=O)CSc1nnc(-c2cccc(OC)c2)o1	-0.2	-8.0	-0.4	2.2	-4.5	-2.8	-2.6	-1.6	-6.2
Cc1ccc(-n2nc3c(n2)/C(=N/O)CC/C3=N\O)cc1	7.8	-2.9	-1.2	18.6	-1.2	4.1	0.4	4.0	0.2
O=C(O)C1CC=CCC1C(=O)Nc1ccc2c(c1)CCC2 (stereo not given)	0.3	-10.5	0.0	4.2	0.3	1.3	-1.2	-1.4	-3.8
O=C(Nc1ccc(O)cc1)c1c(O)c2c([nH]c1=O)CCCC2	11.0	-8.5	x	9.3	-1.4	x	13.2	4.8	x
CC1CC(C)CN(C(=S)Nc2ccc(OC(F)F)cc2)C1 (stereo not given)	2.3	12.5	-0.1	8.2	-3.8	-2.8	1.4	0.9	0.8
O=C(CN1C(=O)c2ccccc2S1(=O)=O)N1CCN(c2ccc(F)cc2)CC1	3.3	-31.9	-5.0	6.9	-0.6	2.4	4.3	-1.2	4.0
NC(=O)COC(=O)CC12CC3CC(CC(Br)(C3)C1)C2	-32.0	1.4	x	6.9	0.3	4.4	5.6	-0.7	6.4
COc1ccccc1OCCN1C(=O)S/C(=C\c2ccco2)C1=O	4.3	-10.7	-0.3	34.3*	-3.1	-1.2	-8.4	-7.9	1.4
COCCNc1c2c(nc3c(-c4ccccc4)c(C)nn13)CCCC2	2.9	-2.3	3.3	21.8	0.9	5.8	-2.5	5.4	3.2
CC(C)C1C(=O)N(Cc2cn(CCC3OCCO3)nn2)CCS(=O)(=O)N1Cc1ccc(-c2ccc(F)nc2)cc1 (stereo not given)	4.6	-8.3	1.0	5.2	-1.8	x	8.0	-2.4	x
COc1ccc(CC(N)c2csc(NC(=O)c3cccs3)n2)cc1 (stereo not given)	x	-6.8	4.2	19.2	0.1	x	1.9	1.8	x
COc1ccc(C2C(C#N)C(C#N)N3CCCN23)cc1 (stereo not given)	-0.1	-3.6	0.0	12.0	-1.2	-2.2	2.5	13.2	9.3
Oc1c(Cl)cc(Cl)c(Cl)c1CN1CCOCC1	-0.2	0.3	-1.1	11.6	-0.3	x	-1.7	0.5	x
O=C(COC(=O)c1ccc(Cl)nc1)NCCNC(=O)COC(=O)c1ccc(Cl)nc1	-4.7	x	-1.3	-4.5	-2.8	-0.4	-4.8	-1.3	3.0
CC(CCc1ccccc1)NCC(O)c1ccc(O)c(C(N)=O)c1 (stereo not given)	4.8	0.9	-4.0	5.7	-1.5	2.5	3.5	24.0	-2.5
COc1ccc(C(=O)Nc2nnc(SCC(=O)NC3CCCC3)s2)c(OC)c1	0.1	0.9	-1.6	-1.0	-0.8	0.6	0.1	0.1	7.8
CC(C)CCN(C(=S)Nc1cccc(F)c1)C(C)c1cccs1 (stereo not given)	-4.2	-1.1	-1.6	13.6	-3.9	-1.0	1.9	0.5	1.3
CC1=C(C(N)=O)C(c2ccncc2)n2nc(-c3ccccc3Cl)nc2N1 (stereo not given)	-8.5	-6.0	-0.3	10.9	1.1	-6.3	-0.8	5.0	0.7
CCOC(=O)c1c(Cc2ccc(Cl)cc2)c[nH]c1C	-3.2	-4.2	x	-2.9	1.9	0.7	10.5	-0.1	3.7
Cc1ccccc1C(=O)N1CCC(C(=O)Nc2ccccc2N2CCCC2)CC1	5.1	-3.2	0.1	-1.8	0.2	1.7	2.7	1.6	2.1

Sorted by heavy-atom count (high to low): some entries from above.
SMILES	MazF activator	BoNT F protease	BioA inh	GDH-TPI inh	FadD28 binding	Mtb UGM inh	PrPC TRFRET	FBA Mtb inh	Rv3671c inh
O=C(CN(Cc1ccc(F)cc1)C(=O)CNS(=O)(=O)c1ccc(F)cc1)NCc1ccco1	0.3	5.7	-0.9	0.4	-0.8	-6.0	-3.9	-3.1	4.6
COc1ccc(C(=O)Nc2nnc(SCC(=O)NC3CCCC3)s2)c(OC)c1	0.1	0.9	-1.6	-1.0	-0.8	0.6	0.1	0.1	7.8
CC1=C(C(N)=O)C(c2ccncc2)n2nc(-c3ccccc3Cl)nc2N1 (stereo not given)	-8.5	-6.0	-0.3	10.9	1.1	-6.3	-0.8	5.0	0.7
COCCNc1c2c(nc3c(-c4ccccc4)c(C)nn13)CCCC2	2.9	-2.3	3.3	21.8	0.9	5.8	-2.5	5.4	3.2
COc1ccc(CC(N)c2csc(NC(=O)c3cccs3)n2)cc1 (stereo not given)	x	-6.8	4.2	19.2	0.1	x	1.9	1.8	x
O=C(Nc1ccc(O)cc1)c1c(O)c2c([nH]c1=O)CCCC2	11.0	-8.5	x	9.3	-1.4	x	13.2	4.8	x

Following part
SMILES	MazF activator	BoNT F protease	BioA inh	GDH-TPI inh	FadD28 binding	Mtb UGM inh	PrPC TRFRET	FBA Mtb inh	Rv3671c inh
Cc1ccc(C)c(C(=O)Nc2nc3ccccc3[nH]2)c1	1.1	-10.8	7.2	-1.6	-2.3	3.1	1.9	-1.3	-0.8
O=C1NC(c2cc3ccccc3nc2Cl)Nc2ccccc21 (stereo not given)	-4.8	-3.1	0.7	7.8	-1.1	3.1	-0.3	3.0	2.2
CCC1CCCCN1CCCNC(=O)c1ccc2c(c1)NC(=O)CS2 (stereo not given)	10.1	0.1	-1.0	-2.2	-0.7	-1.3	-4.4	-2.1	1.9
CC(C)(C)N1C(=O)Cc2c1nc(N)c1c(N)nc(N3CCCCC3CO)c(C#N)c21 (stereo not given)	-21.9	2.0	-2.0	9.9	1.0	1.9	x	14.8	-39.6
CC1CCN(S(=O)(=O)c2ccc(C(=O)Nc3ccccn3)cc2)CC1	-1.5	-1.6	-0.9	-8.8	-3.1	x	-1.0	-1.8	2.5
CCOc1ccc(NC(=S)N2CCC(c3nc4ccccc4[nH]3)CC2)cc1	6.9	-1.5	-0.9	-0.3	-4.0	-1.1	1.5	-5.2	-3.8
Fc1ccc(Cn2cccc2C2=NC(c3ccccc3)CO2)cc1 (stereo not given)	-2.3	3.6	x	8.1	-1.7	-0.7	-2.9	-2.4	-0.4
O=C(Nc1ccc(F)cc1)NC1CCN(Cc2c(F)cccc2Cl)CC1	-11.9	u	-1.3	-10.2	-1.0	-2.0	-1.9	-4.2	4.5
Cc1cc(-c2ccco2)n2c(nc3ccccc32)c1C#N	12.2	-6.8	-4.9	7.9	-2.3	-3.5	-14.5	-0.4	-3.2
CC[C@@]1(C(=O)OC)N[C@H](CN(C)C(=O)Nc2ccc(OC)cc2)[C@@H]2C(=O)N(Cc3ccccc3)C(=O)[C@@H]21	6.4	-3.5	0.0	9.1	-2.1	-1.1	-6.0	2.1	11.1
O=C(CCSCCc1ccccn1)Nc1cccc([N+](=O)[O-])c1	-9.5	-6.0	x	9.3	-1.2	-0.3	-0.7	-2.0	0.7
C/C(=N\NC(=O)CC1N=C(Cc2ccccc2)NNC1=O)c1ccc(C)cc1 (stereo not given)	10.1	16.0	0.4	6.7	-2.7	-2.1	-5.0	0.9	9.8
CCOC(=O)CC(c1ccc(N)cc1)n1c(C)ccc1C (stereo not given)	3.7	1.1	-0.3	-0.6	-1.0	-2.9	-2.2	2.6	2.6
CC1(C(=O)NCc2ccccc2Br)CCN1Cc1ccccc1OC(F)F (stereo not given)	x	2.7	-0.7	5.3	-3.5	x	4.9	-2.0	x
C=CCn1cnc2c(nnn2Cc2ccc(F)cc2)c1=O	0.7	1.8	2.1	-0.4	-0.9	-0.5	5.1	2.5	-1.6
COc1ccc(/C=C(/NC(=O)c2ccc([N+](=O)[O-])cc2)C(=O)NCCCN(C)C)cc1	10.6	1.6	x	3.3	-1.2	2.9	-32.1	-2.7	0.7
Cc1nc2ccccc2c2oc(C(=O)NCCN3CCCCC3C)cc12 (stereo not given)	6.9	-14.4	-0.3	-1.0	-1.7	-1.2	12.6	4.9	7.5
O=C(Nc1ccc(Cl)c(C(F)(F)F)c1)C1CCCN(S(=O)(=O)c2cnc[nH]2)C1 (stereo not given)	-0.9	-3.9	3.9	-5.1	-6.8	3.0	-2.3	-0.3	-9.8
Cc1cc(C)c(NC(=O)Cn2nnc(C(=O)NCc3ccc4c(c3)OCO4)c2N)c(C)c1	70.2*	0.2	-2.2	-1.7	-2.7	-0.6	x	2.5	-3.3
CCOc1ccccc1OCCCOc1ccc([N+](=O)[O-])cc1Cl	2.3	-27.9	4.1	5.8	-3.1	-1.7	6.9	-0.8	-11.9
CC1(C)CC(NC(=O)COc2ccc([N+](=O)[O-])cc2)CC(C)(C)N1	11.0	-0.5	-2.1	2.5	-1.7	1.0	-18.9	-4.7	5.7
O=[N+]([O-])c1ccc(SCc2ccncc2)nc1	4.9	33.9	-1.0	26.0	-1.4	-1.2	-37.4	-0.5	-1.1
CCOC(=O)C1=C(C)NC(=S)NC1c1ccc(C)s1 (stereo not given)	7.9	-2.4	-0.3	5.0	-0.1	0.9	6.2	-0.2	4.5
COc1cc(OC)c2c(c1C(CCN1CCOCC1)c1ccc(N(C)C)cc1)OC(=O)CC2c1ccc(N(C)C)cc1 (stereo not given)	6.0	-3.8	0.5	6.0	-1.0	-0.3	4.0	2.1	11.4
COc1ccc(NC(=O)c2cc(-c3ccco3)nc3ccccc23)cc1S(=O)(=O)N1CCOCC1	-8.1	5.8	-1.2	16.8	-3.2	6.6	-1.7	6.3	-4.3
COc1ccccc1CN(C)c1ccc(S(=O)(=O)N2CCN(C)CC2)cn1	2.0	6.0	-0.4	4.1	-2.7	0.7	-4.1	-1.4	9.6
CCCOC(=O)c1ccc(Oc2c(-c3ccc(OC)cc3O)n[nH]c2C)cc1	-3.5	-1.9	-1.3	10.7	-9.2	-1.0	2.2	-1.2	-12.4

Part of the list above, limited to PrPC TRFRET:
structure,PrPC TRFRET
C=CCn1cnc2c(nnn2Cc2ccc(F)cc2)c1=O,5.1
COc1ccc(/C=C(/NC(=O)c2ccc([N+](=O)[O-])cc2)C(=O)NCCCN(C)C)cc1,-32.1
